# POLK inh – blocks human DNA polymerase kappa activity. AID 588579. Q9UBT6. Potency, µM (highest dose often 107 µM), without a hit: at the top dose activity, negative = inhibition, usual class: inhibitors. purified Pol kappa, fluorescent DNA synthesis assay, 10 min. 400,000 tested, 0.53% active; also: potency is read from the fitted curve at half-maximal effect; % is scaled to controls: 0 for no effect and ±100 for the full control effect
#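 Kinetic fluorescence readout at 0 and 10 min followed reaction start with substrate at 50 nM final. Beforehand, enzyme (10 nM Pol kappa) stood 15 min with compound at room temperature; buffer-only wells were negative controls.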
# BLM inh – inhibitors of human Bloom syndrome helicase BLM | P54132 | Potency, µM (doses to about 56.1 µM), for the others: at the top dose activity change, negative = inhibition, hits mostly inhibitors | AID 2528 | recombinant BLM DNA unwinding, fluorescence dequenching | 350,000 tested, 0.2% active;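 also: potency is read from the fitted curve at half-maximal effect; plate controls were vehicle for no effect and no enzyme for full effect; nearly all actives have a fitted effect of over 35% in size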
# Pol eta inh – inhibitors of human DNA polymerase eta; recombinant Pol eta, fluorescent DNA replication assay; 390,000 tested, 1.2% active; Potency, µM (doses to about 114 µM), without a hit: at the top dose activity change, negative = inhibition, actives largely listed as inhibitors; AID 588591; Q9Y253; also: potency is read from the fitted curve at half-maximal effect; % is scaled to controls: 0 for no effect and ±100 for the full control effect
#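 Pol eta (10 nM) was preincubated with compounds for 15 min at room temperature, after which fluorescent replication substrate (50 nM final) was added to start the reaction. Fluorescence was read kinetically at 0 and 10 min.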
# RXFP1 antag – RXFP1 (human) relaxin receptor antagonism. Q9HBX9. 350,000 tested, 0.59% active. HEK293-RXFP1, relaxin-stimulated cAMP HTRF, 30 min; stronger effect = lower value. activity change, negative = inhibition, % at 57.5 µM;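 active = activity change of -60% or lower, but not beyond a set lower limit; inconclusive = change between -60% and -40%, or beyond the set limit; inactive = change above -40%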; also: % is scaled to controls: 0 for no effect and ±100 for the full control effect
# Anesthetic bind – binds horse apoferritin like a general anesthetic. P02791. apoferritin/1-aminoanthracene competitive binding, fluorescence. Potency, µM (top dose mostly 77.5 µM), without a hit: at the top dose activity change, negative = displacement, most hits filed as inhibitors. 350,000 tested, 0.074% active. AID 485281; also: potency is read from the fitted curve at half-maximal effect; % is scaled to controls: 0 for no effect and ±100 for the full control effect; nearly all actives have a fitted effect of over 20% in size
#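 In PBS, apoferritin at 10 uM is loaded with 1-AMA from a 50% saturated solution. After 10 min of compound exposure at ambient temperature, reduced 535 nm fluorescence indicates probe displacement.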
# Pol iota inh – blocks human DNA polymerase iota activity. Pol iota fluorescent replication assay, 10 min. Potency, µM (top dose mostly 115 µM), without a hit: at the top dose activity, negative = inhibition, usual class: inhibitors. 390,000 tested, 1% active. AID 588590; also: potency is read from the fitted curve at half-maximal effect
#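 Pol iota at 10 nM preincubated 15 min with compounds at room temperature; reaction started with fluorescent substrate, 50 nM final. Fluorescence read kinetically at 0 and 10 min; buffer-only wells as negative control.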
# APE1 inh – inhibitors of human APE1 endonuclease; P27695; recombinant APE1, TAMRA/BHQ-2 abasic DNA cleavage fluorescence; Potency, µM (top dose mostly 65.8 µM), for the others: top-dose activity change, negative = inhibition, actives largely listed as inhibitors; 350,000 tested, 0.35% active; AID 2517;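 also: potency is read from the fitted curve at half-maximal effect; plate controls were vehicle for no effect and reference inhibitor for full effect; nearly all actives have a fitted effect of over 55% in size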
#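 Readout is kinetic fluorescence (ex 525, em 598 nm) from cleavage of 50 nM TAMRA/BHQ-2 THF abasic duplex by 0.75 nM APE1, compound added 15 min beforehand at RT.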
# Pol beta inh – inhibitors of human DNA polymerase beta; Potency, µM (doses to about 114 µM), inactives show at the highest dose activity change, negative = inhibition, hits mostly inhibitors; Pol beta primer extension/strand displacement, fluorescence kinetic; 340,000 tested, 1.3% active; P06746; AID 485314; also: potency is read from the fitted curve at half-maximal effect; % is scaled to controls: 0 for no effect and ±100 for the full control effect
#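 Reaction started by 50 nM substrate onto compound-treated Pol beta (10 nM, 15 min preincubation, room temperature); plates read at 0 min and 10 min. Normalized concentration-effect data fitted by four-parameter Hill equation.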
# Tb PGK inh – T. brucei PGK inhibition | 380,000 tested, 0.043% active | Potency, µM (highest dose often 57.5 µM), without a hit: at the top dose activity change, negative = inhibition, hits mostly inhibitors | P07378 | PGK/GAPDH coupled, Kinase-Glo luminescence, 60 min; also: potency is read from the fitted curve at half-maximal effect; % is scaled to controls: 0 for no effect and ±100 for the full control effect; nearly all actives have a fitted effect of over 60% in size
#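 Recombinant glycosomal PGK reaction used 1,3-bisphosphoglycerate generated in-well by GAPDH (100nM final) in 100mM TEA pH 7.6, 5mM MgCl2, 0.01% Tween-20. After 60 minutes at room temperature, ATP was read by Kinase-Glo Plus luminescence end-point.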
# The depositor's hits bear a star; i = inactive; ? = inconclusive; / = no result given; & = joins results of further samples; [ ] = dose if it differs, or a comment. Unless noted, calls follow the shape of the dose curve; as a rule, active = well fitted curve in the direction sought with a large enough effect; inconclusive = small, poorly fitted or top-dose-only effect, or another doubt; inactive = no such curve, though single readings can be large; an effect the other way counts as inactive or inconclusive. Not all compounds are listed; the hit share may differ from the screen's.
SMILES,POLK inh,BLM inh,Pol eta inh,RXFP1 antag,Anesthetic bind,Pol iota inh,APE1 inh,Pol beta inh,Tb PGK inh
O=C(CN1CCN(CC(=O)Nc2ccccn2)CC1)Nc1ccccn1,-16%,-3%,0%,2,7%,9%,14%,5%,-8%
Cc1ccnc2nc(C(=O)OC(C)C(=O)NCc3ccccc3)nn12 (stereo not given),5%,/,-21%,15,/,27%,-12%,/,-17%
CN(C)CCCn1c(=S)[nH]c2ccccc2c1=O,-11%,4%,6%,-4,-3%,44%[activator],-4%,0%,1%
O=C(NCc1cccnc1)C(=O)NCC(c1cccnc1)N1CCN(c2ccccc2)CC1 (stereo not given),-13%,3%,-16%,-14,-14%,7%,/,4%,-9%
C=CCNC(=S)Nc1cccc2ccccc12,2%,2%,5%,-7,-13%,20%,-5%,0%,-2%
c1ccc(-c2nc(-c3cccs3)[nH]c2-c2ccccc2)cc1,-3%,-15%,-18%,-38,-13%,23%,18%,18%,4%
Cc1ccc(C)c(N(CC(=O)NCc2ccc3c(c2)OCO3)C(=O)CCC(=O)Nc2ccccn2)c1,-1%,0%,-8%,-3,?,2%,0%,-1%,7%
COC(=O)COc1ccc(NC(=O)Cn2nc(-c3ccccc3)c3ccccc3c2=O)cc1,-5%,-5%,-12%,/,-5%,37%[activator],-3%,-3%,-9%
CCCNC(=O)C(C)n1nc(C)c2c(C)n(-c3ccccc3)nc2c1=O (stereo not given),9%,2%,-13%,-9,-11%,26%,/,19%,i
CSc1nc(Nc2ccc(Cl)cc2)c(C#N)c(=O)[nH]1,-1%,-10%,-8%,-15,-8%,69%[activator],32%,-1%,5%
Cc1cc(C)cc(OCCn2c(C3CC(=O)N(c4ccccc4Cl)C3)nc3ccccc32)c1 (stereo not given),-8%,-9%,-24%,1,0%,?,-10%,?,-5%
COc1ccccc1CNCc1ccc(C(=O)O)s1,-5%,-2%,-19%,/,-6%,16%,/,13%,-8%
Cn1c(C(=O)Nc2ccc(Cl)cc2)cc2cc(Cl)ccc21,17%,-4%,-1%,-2,0%,19%,15%,36%,-5%
CCN(CC)S(=O)(=O)c1cccc(S(=O)(=O)N2CCCCC2)c1,-6%,0%,-10%,-23,-13%,40%[activator],?,-1%,-3%
CC(=O)c1c(C)oc2c(Cl)cc(NS(=O)(=O)c3ccc(Cl)cc3)cc12,-8%[60.1 µM],-1%,-15%,/,2%,12%,/,-28%,-5%
OCCN1C[C@H](O)[C@@H](O)[C@H](O)[C@H]1CO,/,-7%,/,-14,3%,/,-8%&5%,19%,/
CC(C)(C)c1ccc(S(=O)(=O)C(C)(C)C)cc1,-7%,-4%,-5%,-7,-16%,98%[activator],-1%,5%,8%
CCCCN1CC(c2nc3ccccc3n2CCCCOc2cc(C)ccc2C)CC1=O (stereo not given),-1%,1%,-11%,/,58%,-3%,/,-29%,9%
O=C(O)c1cccc2c1-c1ccc(Cl)cc1C2=O,-18%,/,-8%,-4,/,16%,/,/,-8%
O=c1[nH]n2c(=O)c3c([nH]c2c1N=Nc1ccccc1)CCC3,?,-17%,32µM*,-20,-4%,50µM*,-7%,-24%,-14%
O=C(O)c1ccc2nnn(O)c2c1,-8%,1%,-9%,-1,-9%,33%[activator],1%,-11%,-1%
Cc1ccsc1C(C(=O)NC(C)(C)C)N(C(=O)c1csnn1)c1ccccc1 (stereo not given),-17%,-3%,-19%,1,-12%,15%,0%,20%,-2%
O=C(NCCc1ccc(F)cc1)c1cccs1,0%,3%,1%,-4,-7%,7%,-1%,27%,-8%
O=C(CN(C(=O)Cn1nnc(-c2cccs2)n1)c1ccc2c(c1)OCCO2)NCC1CCCO1 (stereo not given),2%,0%,-10%,4,-7%,-2%,0%,20%,-2%
Nc1nc(-c2ccco2)c(-c2ccco2)s1,-13%,?,?,-4,?,?,-10%,?,-4%
O=S(=O)(c1ccc(Cl)c(S(=O)(=O)N2CCCC2)c1)N1CCCC1,-10%,-7%,-14%,-6,-15%,111%[activator],?,?,1%
C/C(=N\Nc1cc(N2CCOCC2)nc(C)n1)c1ccc(F)cc1,-10%,3%,-22%,3,-8%,34%,-17%,-7%,i
COCCN(C(=O)COC(=O)c1ccc2[nH]c(C)c(C)c2c1)c1c(N)n(Cc2ccccc2)c(=O)[nH]c1=O,-15%,/,-7%,-19,/,-11%,-5%,/,-2%
Cn1cccc1C(=O)OCC(=O)N1CCc2ccccc21,5%,/,-16%,-1,/,13%,3%,/,0%
CCCCNC(=O)C1CC(c2cccc(F)c2)=NO1 (stereo not given),1%,-2%,-24%,/,-10%,15%,2%,-1%,-8%
CCOc1ccccc1NC(=O)CSc1nc2ccccc2c(=O)n1CC1CCCO1 (stereo not given),-1%,-5%,-24%,-3,-6%,151%[activator],-6%,21%,5%
CCN(C(=O)C(C)Sc1ccc(S(=O)(=O)N2CCN(C)CC2)cn1)c1ccccc1 (stereo not given),0%,/,-21%,1,/,17%,-1%,/,i
CCOC(=O)N1CCC(NC(=O)c2ccc3c(c2)N=C(CC)c2cc(C)ccc2S3)CC1,-20%,-8%,1%,-17,-14%,-10%,-3%,7%,20%
CCc1cccc(-n2nnc(-c3nc(-c4cccs4)no3)c2N)c1,3%,1%,-8%,3,5%,3%,/,88%,0%
COc1cc(NC(=O)COC(=O)C2CC(O)CN2S(=O)(=O)c2ccc(Cl)cc2)c(C)cc1[N+](=O)[O-] (stereo not given),4%,/,-26%,5,/,19%,/,/,-9%
COc1cc(OC)cc(C(=O)NCC(=O)NCCN2C(=O)S/C(=C\c3ccc4c(c3)OCO4)C2=O)c1,-11%,/,-2%,4,/,-20%,/,/,5%

# Individual results from the results shown.
# Cc1ccsc1C(C(=O)NC(C)(C)C)N(C(=O)c1csnn1)c1ccccc1 (stereo not given) | Pol eta inh: -19%
# O=C(O)c1ccc2nnn(O)c2c1 | Pol beta inh: -11%

# Following part
SMILES,POLK inh,BLM inh,Pol eta inh,RXFP1 antag,Anesthetic bind,Pol iota inh,APE1 inh,Pol beta inh,Tb PGK inh
CC1CCCN(C(=O)C(=O)Nc2ccc3nc4n(c(=O)c3c2)CCCCC4)C1 (stereo not given),4%,-1%,-18%,-1,-17%,14%,16%,3%,-7%
CCOC(=O)C1CCN(C(=O)c2nn(-c3ccc(C)cc3)c(=O)n(C)c2=O)CC1,-4%[60.1 µM],4%,-13%,2,7%,27%,/,-24%,-8%
COc1ccc(-c2nn(-c3ccccc3)cc2C(=O)OCC(=O)c2ccc(C)c([N+](=O)[O-])c2)cc1,-16%,-3%,-9%,-2,-5%,-17%,-8%,12%,-2%
Cc1ccc(OCC(=O)N2CCc3ccccc3C2)cc1,-10%,-11%,-12%,5,-19%,26%,57%[activator],21%,-8%
CC1CCN(c2ccc3nnc(CCC(=O)N4CCN(c5ccccc5F)CC4)n3n2)CC1,-3%,2%,-20%,14,-20%,20%,-19%,-11%,-4%
O=C(CN(C(=O)CNC(=O)c1ccco1)c1cccc(F)c1)NC1CCCCC1,-7%,-5%,7%,?,-14%,19%,31%,13%,-3%
CCCCC(=O)Nc1ccc(C(=O)NNC(=O)c2cccs2)cc1,-6%,0%,-2%,3,5%,24%,-7%,-1%,-3%
COc1cc(OC)cc(C(=O)Nc2ccc(NC(=O)c3ccco3)c(C)c2)c1,-10%,-3%,-2%,-11,0%,23%,30%[activator],15%,-28%

# Structures shown so far containing a halogen:
SMILES,POLK inh,BLM inh,Pol eta inh,RXFP1 antag,Anesthetic bind,Pol iota inh,APE1 inh,Pol beta inh,Tb PGK inh
CSc1nc(Nc2ccc(Cl)cc2)c(C#N)c(=O)[nH]1,-1%,-10%,-8%,-15,-8%,69%[activator],32%,-1%,5%
Cc1cc(C)cc(OCCn2c(C3CC(=O)N(c4ccccc4Cl)C3)nc3ccccc32)c1 (stereo not given),-8%,-9%,-24%,1,0%,?,-10%,?,-5%
Cn1c(C(=O)Nc2ccc(Cl)cc2)cc2cc(Cl)ccc21,17%,-4%,-1%,-2,0%,19%,15%,36%,-5%
CC(=O)c1c(C)oc2c(Cl)cc(NS(=O)(=O)c3ccc(Cl)cc3)cc12,-8%[60.1 µM],-1%,-15%,/,2%,12%,/,-28%,-5%
O=C(O)c1cccc2c1-c1ccc(Cl)cc1C2=O,-18%,/,-8%,-4,/,16%,/,/,-8%
O=C(NCCc1ccc(F)cc1)c1cccs1,0%,3%,1%,-4,-7%,7%,-1%,27%,-8%
O=S(=O)(c1ccc(Cl)c(S(=O)(=O)N2CCCC2)c1)N1CCCC1,-10%,-7%,-14%,-6,-15%,111%[activator],?,?,1%
C/C(=N\Nc1cc(N2CCOCC2)nc(C)n1)c1ccc(F)cc1,-10%,3%,-22%,3,-8%,34%,-17%,-7%,i
CCCCNC(=O)C1CC(c2cccc(F)c2)=NO1 (stereo not given),1%,-2%,-24%,/,-10%,15%,2%,-1%,-8%
COc1cc(NC(=O)COC(=O)C2CC(O)CN2S(=O)(=O)c2ccc(Cl)cc2)c(C)cc1[N+](=O)[O-] (stereo not given),4%,/,-26%,5,/,19%,/,/,-9%
CC1CCN(c2ccc3nnc(CCC(=O)N4CCN(c5ccccc5F)CC4)n3n2)CC1,-3%,2%,-20%,14,-20%,20%,-19%,-11%,-4%
O=C(CN(C(=O)CNC(=O)c1ccco1)c1cccc(F)c1)NC1CCCCC1,-7%,-5%,7%,?,-14%,19%,31%,13%,-3%

# Screens as filed in PubChem.
